High-throughput results from PubChem BioAssay.
TRPC6 inhibitor = mouse TRPC6 channel inhibition; HEK293-TRPC6, membrane potential dye, ACh-evoked depolarization; stronger effect = lower value; B-score at 10 µM; 310,000 tested, 1.1% active;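 active means B-score under library mean minus 3 SD, initial fluorescence not abnormally high, positive integrated signal ratio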;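 further: B-score derived from integrated fluorescence ratio over the kinetic read; more negative B-score means stronger inhibition of depolarization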
Target sequence (Q61143 whole entry, looked up): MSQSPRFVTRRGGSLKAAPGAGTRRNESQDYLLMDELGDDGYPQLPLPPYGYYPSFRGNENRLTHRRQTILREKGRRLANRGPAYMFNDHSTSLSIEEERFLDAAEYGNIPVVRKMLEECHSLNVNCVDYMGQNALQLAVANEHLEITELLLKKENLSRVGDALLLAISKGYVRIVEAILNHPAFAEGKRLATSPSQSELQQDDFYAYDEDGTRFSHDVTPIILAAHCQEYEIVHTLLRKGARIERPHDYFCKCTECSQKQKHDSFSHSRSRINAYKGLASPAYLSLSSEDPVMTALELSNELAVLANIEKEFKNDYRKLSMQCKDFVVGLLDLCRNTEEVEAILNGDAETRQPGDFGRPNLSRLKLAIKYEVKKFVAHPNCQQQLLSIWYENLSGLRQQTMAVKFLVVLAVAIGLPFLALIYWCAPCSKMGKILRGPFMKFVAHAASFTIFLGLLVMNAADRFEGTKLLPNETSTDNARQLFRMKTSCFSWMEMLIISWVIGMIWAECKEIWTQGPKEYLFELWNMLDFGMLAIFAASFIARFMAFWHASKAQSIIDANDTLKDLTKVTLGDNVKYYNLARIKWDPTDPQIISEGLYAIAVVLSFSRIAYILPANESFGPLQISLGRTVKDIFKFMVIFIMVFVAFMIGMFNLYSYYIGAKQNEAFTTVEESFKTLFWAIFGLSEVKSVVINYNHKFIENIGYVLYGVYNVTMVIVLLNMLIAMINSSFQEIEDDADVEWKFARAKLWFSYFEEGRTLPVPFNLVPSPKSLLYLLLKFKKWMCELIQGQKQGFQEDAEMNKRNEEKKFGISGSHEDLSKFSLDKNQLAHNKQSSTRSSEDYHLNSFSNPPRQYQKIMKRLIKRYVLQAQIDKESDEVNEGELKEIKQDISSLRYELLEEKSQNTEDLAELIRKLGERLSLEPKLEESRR
HIF act = HIF pathway transcriptional activation; U2OS HRE-luciferase reporter, luminescence; normalized: DMSO 0%, desferrioxamine 100%; activation, % at 7.5 µM (by protocol); 300,000 tested, 0.32% active; AID 1910;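 active means mean activation of at least 10% of the iron chelator positive control signal, with at least half of replicates also reaching 10%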
MrgX1 ag = activates human MrgX1 receptor signaling. Q96LB2. MrgX1-HEK293 cells, Fluo-4 calcium fluorescence, agonist mode; stronger effect = higher value. B-score at 10 µM. 310,000 tested, 0.44% active;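 active means calcium response B-score plate-corrected fluorescence ratio at least 3 library SD, with starting fluorescence B-score inside 5 SD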
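Material: HEK293 cells stably expressing human MrgX1 receptor | Quantity: 15,000 cells per well | Times: Cells plated overnight, dye loaded 0.5 h 37 °C, 0.5 h room temperature | Measured by: Kinetic Fluo-4 NW fluorescence of intracellular calcium | Control set: Positive and negative controls per plate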
MrgX1 antagonist = antagonists of human MrgX1 receptor; 310,000 tested, 1.3% active; B-score at 10 µM; MRGX1-HEK293 calcium flux, Fluo-4, BAM8-22 antagonism; stronger effect = lower value;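 active means calcium-response B-score plate-corrected more than 3 library SD below zero, starting fluorescence within 5 deviations, no agonist response on first addition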;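 further: peak minus trough fluorescence over baseline after final BAM8-22 challenge near maximal dose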
PolyA inh = yeast polyadenylation inhibition | S. cerevisiae SKY197-pL101 polyadenylation reporter, beta-gal luminescence; efflux-impaired pdr1/pdr3 knockout yeast; score 100 = 6 SD above DMSO | calls only at 12 µM | 300,000 tested, 0.02% active;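 active means lowest replicate activity score at least 50, where 100 means six control SD above control mean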;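 further: yeast exposed to compound for 9 h at 30 °C; higher score means more reporter readthrough which indicates perturbed polyadenylation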
TRPC4 inh = blocks the mouse TRPC4 cation channel; B-score at 10 µM; 300,000 tested, 0.39% active; HEK293 TRPC4beta/mu-opioid, DAMGO-evoked Fluo4 calcium flux; stronger effect = lower value; Q9QUQ5;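 active means B-score over 3 SD under the library average, no early fluorescence shift, positive overall ratio signal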
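Assay system: HEK293 cells with stable TRPC4beta plus mu-opioid receptor expression. Dosing: single dose. Measured by: Fluo4 Ca2+ flux fluorescence. Also added: DAMGO in two steps, submaximal then maximal. Read-out: B score from integrated Fluo4 fluorescence ratio.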
AI-2 QS mod = modulators of Vibrio harveyi AI-2 quorum sensing system; Vibrio harveyi JMH597 AI-2 luminescence/OD600 ratio, 9 h; stronger effect = lower value; strain lacks LuxN and CqsS sensors; 0 = neutral-control median; activity change, % at 7.5 µM; 300,000 tested, 0.4% active; in the data active means activity change below about -75%, passing the limit was not always enough;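 further: luminescence divided by OD600 gain over 9 h not by final OD600 alone; inactives centre near 13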
TRPC4 potent = allosteric potentiators of mouse TRPC4 channel; Q9QUQ5; HEK293 TRPC4beta/mu-opioid, DAMGO EC20, Fluo-4 Ca2+ flux; stronger effect = higher value; B-score at 10 µM; 310,000 tested, 0.42% active; AID 2227;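 active means B-score of calcium response area above 5 SD of library B-scores, with initial fluorescence ratio within 5 SD of library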;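 further: B-score of integrated fluorescence ratio over time as area under calcium response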
TRPC4 act = TRPC4 (mouse) channel activation. B-score at 10 µM. AID 2237. HEK293 TRPC4beta/mu-opioid, Fluo4 calcium fluorescence; stronger effect = higher value. 310,000 tested, 0.49% active;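 active means B-score above 5 SD of library B-scores, and initial fluorescence ratio not above library mean plus 5 SD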;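 further: positive B-score marks a calcium rise read as TRPC4 activation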
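Material: HEK293 stable line with TRPC4beta plus mu-opioid receptor; technique: Fluo4 calcium-sensitive dye fluorescence, kinetic, 1 Hz baseline; timing: Fluo4 dye loading 45 min at room temperature, 110 s recording; controls: assay buffer as low control, maximal DAMGO as high control; read-out: integrated baseline-normalised fluorescence ratio, converted to per-well B score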
TRPC6 act = activates the mouse TRPC6 cation channel; Q61143; HEK293-TRPC6 membrane potential dye fluorescence; stronger effect = higher value; B-score at 10 µM; 310,000 tested, 0.13% active; AID 2550;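 active means B-score of the integrated fluorescence ratio above library mean plus 3 SD, and starting fluorescence ratio within library mean plus 5 SD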;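 further: higher score means more depolarization so channel activation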
MrgX1 allo act = human MrgX1 positive allosteric modulation, primary screen; Q96LB2; MrgX1-HEK293, Fluo-4 calcium flux, FDSS; stronger effect = higher value; B-score at 10 µM; 310,000 tested, 0.63% active;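 active means plate-corrected calcium response at least 3 library SD above typical, normal starting fluorescence, not activating the receptor alone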;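 further: compound read alongside a low EC10 to EC30 dose of BAM8-22 agonist; peak minus trough fluorescence over baseline measured at the second addition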
* = called active by the depositor.

Results for CC(=O)C1=C(O)C(=O)N(CCc2c[nH]c3ccccc23)C1c1ccc(C)cc1 (stereo not drawn) ?
TRPC6 inhibitor: inactive; HIF act: 0.5; MrgX1 ag: inactive; MrgX1 antagonist: inactive; PolyA inh: inactive; TRPC4 inh: inactive; AI-2 QS mod: 15; TRPC4 potent: inactive; TRPC4 act: inactive; TRPC6 act: inactive; MrgX1 allo act: inactive

What do the screens show for `Cc1c(/C=N/N2C(=O)C3C4C=CC(C4)C3C2=O)c2ccccc2n1C` (stereo not drawn)?
TRPC6 inhibitor: inactive; HIF act: -0.4; MrgX1 ag: inactive; MrgX1 antagonist: inactive; PolyA inh: inactive; TRPC4 inh: inactive; AI-2 QS mod: 12; TRPC4 potent: inactive; TRPC4 act: inactive; TRPC6 act: inactive; MrgX1 allo act: inactive

Results for CCN(CC)c1ccc(N2C(=O)/C(=C/c3cccs3)SC2=S)cc1 ?
TRPC6 inhibitor: inactive; HIF act: 0.4; MrgX1 ag: inactive; MrgX1 antagonist: inactive; PolyA inh: inactive; TRPC4 inh: inactive; AI-2 QS mod: 19; TRPC4 potent: inactive; TRPC4 act: inactive; TRPC6 act: inactive; MrgX1 allo act: inactive

Results for CCOC(=O)c1c(C2CC2)csc1NC(=O)COC(=O)CCS(=O)(=O)c1ccc(C)cc1 ?
TRPC6 inhibitor: inactive; HIF act: -0.2; MrgX1 ag: inactive; MrgX1 antagonist: inactive; PolyA inh: inactive; TRPC4 inh: inactive; AI-2 QS mod: 8; TRPC4 potent: inactive; TRPC4 act: inactive; TRPC6 act: inactive; MrgX1 allo act: inactive

How did COCc1cc(C)nc(OCC(=O)N/N=C/c2ccc(C)cc2)c1C#N do in these assays?
TRPC6 inhibitor: inactive; HIF act: -0.2; MrgX1 ag: inactive; MrgX1 antagonist: inactive; PolyA inh: inactive; TRPC4 inh: inactive; AI-2 QS mod: 29; TRPC4 potent: inactive; TRPC4 act: inactive; TRPC6 act: inactive; MrgX1 allo act: inactive

What do the screens show for `O=C(N/N=C/c1ccc2c(c1)OCO2)c1ccc(Br)o1`?
TRPC6 inhibitor: inactive; HIF act: 3.4; MrgX1 ag: inactive; MrgX1 antagonist: inactive; PolyA inh: inactive; TRPC4 inh: inactive; AI-2 QS mod: 13; TRPC4 potent: inactive; TRPC4 act: inactive; TRPC6 act: inactive; MrgX1 allo act: inactive

Results for O=C(CN1C(=O)c2ccccc2C1=O)NC1CCCCCC1 ?
TRPC6 inhibitor: inactive; HIF act: 0.2; MrgX1 ag: inactive; MrgX1 antagonist: inactive; PolyA inh: inactive; TRPC4 inh: inactive; AI-2 QS mod: 6; TRPC4 potent: inactive; TRPC4 act: inactive; TRPC6 act: inactive; MrgX1 allo act: inactive

What do the screens show for `Cc1ccsc1C(=O)N(CC(C)C)c1c(N)n(Cc2ccccc2)c(=O)[nH]c1=O`?
TRPC6 inhibitor: inactive; HIF act: -0.5; MrgX1 ag: inactive; MrgX1 antagonist: inactive; PolyA inh: inactive; TRPC4 inh: inactive; AI-2 QS mod: 9; TRPC4 potent: inactive; TRPC4 act: inactive; TRPC6 act: inactive; MrgX1 allo act: inactive

What do the screens show for `Cc1cc(C(=O)COC(=O)c2ccc[nH]c2=O)c(C)n1-c1ccc(Br)cc1`?
TRPC6 inhibitor: inactive; HIF act: 0.1; MrgX1 ag: inactive; MrgX1 antagonist: inactive; PolyA inh: inactive; TRPC4 inh: inactive; AI-2 QS mod: 18; TRPC4 potent: inactive; TRPC4 act: inactive; TRPC6 act: inactive; MrgX1 allo act: inactive

How did CN(CC1CCOCC1)C(=O)CC1C(=O)NCCN1Cc1cccc(Oc2ccccc2)c1 (stereo not drawn) do in these assays?
TRPC6 inhibitor: inactive; HIF act: -0.9; MrgX1 ag: inactive; MrgX1 antagonist: inactive; PolyA inh: inactive; TRPC4 inh: inactive; AI-2 QS mod: -1; TRPC4 potent: inactive; TRPC4 act: inactive; TRPC6 act: inactive; MrgX1 allo act: inactive

How did COc1ccc(/C(C)=N/N=C(N)N)c(OC)c1 do in these assays?
TRPC6 inhibitor: inactive; HIF act: -0.4; MrgX1 ag: inactive; MrgX1 antagonist: inactive; PolyA inh: inactive; TRPC4 inh: inactive; AI-2 QS mod: 16; TRPC4 potent: inactive; TRPC4 act: inactive; TRPC6 act: inactive; MrgX1 allo act: inactive

How did COc1ccc(/C=N/NC(=O)c2ccc[nH]2)cc1 do in these assays?
TRPC6 inhibitor: inactive; HIF act: 1.6; MrgX1 ag: inactive; MrgX1 antagonist: inactive; PolyA inh: inactive; TRPC4 inh: inactive; AI-2 QS mod: 19; TRPC4 potent: inactive; TRPC4 act: inactive; TRPC6 act: inactive; MrgX1 allo act: inactive

How did CCOc1ccc(N2CC(C(=O)Nc3ccccc3N3CCOCC3)CC2=O)cc1 (stereo not drawn) do in these assays?
TRPC6 inhibitor: inactive; HIF act: -30; MrgX1 ag: inactive; MrgX1 antagonist: inactive; PolyA inh: inactive; TRPC4 inh: inactive; AI-2 QS mod: -13; TRPC4 potent: inactive; TRPC4 act: inactive; TRPC6 act: inactive; MrgX1 allo act: inactive

How did CS(=O)(=O)N(CC(=O)Nc1ccc(S(=O)(=O)N2CCCC2)cc1)c1ccccc1 do in these assays?
TRPC6 inhibitor: inactive; HIF act: -0.3; MrgX1 ag: inactive; MrgX1 antagonist: inactive; PolyA inh: inactive; TRPC4 inh: inactive; AI-2 QS mod: 18; TRPC4 potent: inactive; TRPC4 act: inactive; TRPC6 act: inactive; MrgX1 allo act: inactive

What do the screens show for `CCOc1ccc(NC(=S)NCc2ccco2)cc1`?
TRPC6 inhibitor: inactive; HIF act: -0.1; MrgX1 ag: inactive; MrgX1 antagonist: inactive; PolyA inh: inactive; TRPC4 inh: inactive; AI-2 QS mod: -7; TRPC4 potent: inactive; TRPC4 act: inactive; TRPC6 act: inactive; MrgX1 allo act: inactive

Results for OC(CNCCC1C=Nc2ccccc21)Cn1c2ccc(Cl)cc2c2cc(Cl)ccc21 (stereo not drawn) ?
TRPC6 inhibitor: inactive; HIF act: -0.6; MrgX1 ag: inactive; MrgX1 antagonist: inactive; PolyA inh: inactive; TRPC4 inh: inactive; AI-2 QS mod: 55; TRPC4 potent: inactive; TRPC4 act: inactive; TRPC6 act: inactive; MrgX1 allo act: inactive

How did Cc1noc(/C=C/c2cccnc2)c1[N+](=O)[O-] do in these assays?
TRPC6 inhibitor: inactive; HIF act: 3.3; MrgX1 ag: inactive; MrgX1 antagonist: inactive; PolyA inh: inactive; TRPC4 inh: inactive; AI-2 QS mod: -15; TRPC4 potent: inactive; TRPC4 act: inactive; TRPC6 act: inactive; MrgX1 allo act: inactive

Results for O=C(O)CCCN1C(=O)C2C3c4ccccc4C(c4ccccc43)[C@@H]2C1=O (stereo partly drawn) ?
TRPC6 inhibitor: inactive; HIF act: -15; MrgX1 ag: inactive; MrgX1 antagonist: inactive; PolyA inh: inactive; TRPC4 inh: inactive; AI-2 QS mod: 16; TRPC4 potent: inactive; TRPC4 act: inactive; TRPC6 act: inactive; MrgX1 allo act: inactive

What do the screens show for `Cc1ccc(C(=O)NC(C)c2nc3ccccc3n2CC(=O)Nc2c(C)cc(C)cc2C)cc1` (stereo not drawn)?
TRPC6 inhibitor: inactive; HIF act: -0.6; MrgX1 ag: inactive; MrgX1 antagonist: inactive; PolyA inh: inactive; TRPC4 inh: inactive; AI-2 QS mod: 17; TRPC4 potent: inactive; TRPC4 act: inactive; TRPC6 act: inactive; MrgX1 allo act: inactive

What do the screens show for `COCCNC(=O)/C(C#N)=C/c1cccc(OCc2ccccc2)c1`?
TRPC6 inhibitor: inactive; HIF act: -0.9; MrgX1 ag: inactive; MrgX1 antagonist: inactive; PolyA inh: inactive; TRPC4 inh: inactive; AI-2 QS mod: -5; TRPC4 potent: inactive; TRPC4 act: inactive; TRPC6 act: inactive; MrgX1 allo act: inactive

Results for COc1ccc(C(=O)Nc2c(C)cc(C)cc2C)cc1OC ?
TRPC6 inhibitor: inactive; HIF act: -4.9; MrgX1 ag: inactive; MrgX1 antagonist: inactive; PolyA inh: inactive; TRPC4 inh: inactive; AI-2 QS mod: 1; TRPC4 potent: inactive; TRPC4 act: inactive; TRPC6 act: inactive; MrgX1 allo act: inactive

How did CS(=O)(=O)c1cccc(NC(=O)c2ccc(Cl)c(Cl)c2)c1 do in these assays?
TRPC6 inhibitor: inactive; HIF act: 1.0; MrgX1 ag: inactive; MrgX1 antagonist: inactive; PolyA inh: inactive; TRPC4 inh: inactive; AI-2 QS mod: -57; TRPC4 potent: inactive; TRPC4 act: inactive; TRPC6 act: inactive; MrgX1 allo act: inactive

What do the screens show for `COc1ccc2c(c1)c1ncn(CC3CCCO3)c(=O)c1n2C` (stereo not drawn)?
TRPC6 inhibitor: inactive; MrgX1 ag: inactive; MrgX1 antagonist: inactive; PolyA inh: inactive; TRPC4 inh: inactive; AI-2 QS mod: 25; TRPC4 potent: inactive; TRPC4 act: inactive; TRPC6 act: inactive; MrgX1 allo act: inactive

Results for CCC1(C)CC2(CCCN(CCC(O)(c3ccccc3)c3ccccc3)C2)CCO1 (stereo not drawn) ?
TRPC6 inhibitor: inactive; HIF act: -0.6; MrgX1 ag: inactive; MrgX1 antagonist: inactive; PolyA inh: inactive; TRPC4 inh: inactive; AI-2 QS mod: 24; TRPC4 potent: inactive; TRPC4 act: inactive; TRPC6 act: inactive; MrgX1 allo act: inactive

What do the screens show for `COC(=O)C1=C(C)N(c2cccc(C(C)=O)c2)C(=O)C1`?
TRPC6 inhibitor: inactive; HIF act: 0.5; MrgX1 ag: inactive; MrgX1 antagonist: inactive; PolyA inh: inactive; TRPC4 inh: inactive; AI-2 QS mod: 21; TRPC4 potent: inactive; TRPC4 act: inactive; TRPC6 act: inactive; MrgX1 allo act: inactive

These rows are one share of the data, so the mix of outcomes need not match the whole.
